Assay outcomes as filed in PubChem BioAssay.
CIT2-GFP yeast: yeast TOR pathway CIT2-GFP modulation | S. cerevisiae CIT2-GFP strain, flow cytometry, 3 h; 100 means same as DMSO wells | GFP response vs DMSO, % at 10 µM | 0.065% of 320,000 active;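 active = GFP response relative to DMSO above a set limit, near the screen mean plus 3 SD, cut at about 150% in these data; inconclusive = Fewer than 70 cells measured for a yeast strain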;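 also: ratio of well median GFP fluorescence to mean of DMSO wells on the plate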
BCLXL inh: inhibitors of human Bcl-xL. Q07817. GST-Bcl-xL / FITC-Bim BH3 peptide fluorescence polarization. inhibition, % at 10.9 µM. 0.7% of 320,000 active. AID 2129;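 active = inhibition above the mean of all tested compounds plus 3 SD, cutoff set per campaign, cut at about 30% in these data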;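 also: 0% = DMSO wells and 100% = unlabeled Bim-BH3 peptide competitor; inhibitors lower millipolarization by displacing the labeled peptide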
AGP1 TOR yeast: modulators of TOR pathway AGP1-GFP in S. cerevisiae; S. cerevisiae AGP1-GFP multiplex flow cytometry, 3 h; GFP as percent of DMSO wells; GFP response vs DMSO, % at 10 µM; 0.02% of 320,000 active;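 active = GFP response relative to DMSO above a set limit, near screen average plus 3 SD, cut at about 150% in these data; inconclusive = fewer than 70 cells counted for the yeast strain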;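 also: median GFP channel fluorescence of the gated AGP1 strain per well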
VLA-4 inh: inhibition in a human VLA-4 binding assay; 0.2% of 330,000 active; P13612; inhibition, % (about 7 µM as worked out from the volumes in the protocol); VLA-4 expressing cells, ligand binding flow cytometry; in the data active = inhibition above about 50%
Target sequence (P13612 whole entry, looked up): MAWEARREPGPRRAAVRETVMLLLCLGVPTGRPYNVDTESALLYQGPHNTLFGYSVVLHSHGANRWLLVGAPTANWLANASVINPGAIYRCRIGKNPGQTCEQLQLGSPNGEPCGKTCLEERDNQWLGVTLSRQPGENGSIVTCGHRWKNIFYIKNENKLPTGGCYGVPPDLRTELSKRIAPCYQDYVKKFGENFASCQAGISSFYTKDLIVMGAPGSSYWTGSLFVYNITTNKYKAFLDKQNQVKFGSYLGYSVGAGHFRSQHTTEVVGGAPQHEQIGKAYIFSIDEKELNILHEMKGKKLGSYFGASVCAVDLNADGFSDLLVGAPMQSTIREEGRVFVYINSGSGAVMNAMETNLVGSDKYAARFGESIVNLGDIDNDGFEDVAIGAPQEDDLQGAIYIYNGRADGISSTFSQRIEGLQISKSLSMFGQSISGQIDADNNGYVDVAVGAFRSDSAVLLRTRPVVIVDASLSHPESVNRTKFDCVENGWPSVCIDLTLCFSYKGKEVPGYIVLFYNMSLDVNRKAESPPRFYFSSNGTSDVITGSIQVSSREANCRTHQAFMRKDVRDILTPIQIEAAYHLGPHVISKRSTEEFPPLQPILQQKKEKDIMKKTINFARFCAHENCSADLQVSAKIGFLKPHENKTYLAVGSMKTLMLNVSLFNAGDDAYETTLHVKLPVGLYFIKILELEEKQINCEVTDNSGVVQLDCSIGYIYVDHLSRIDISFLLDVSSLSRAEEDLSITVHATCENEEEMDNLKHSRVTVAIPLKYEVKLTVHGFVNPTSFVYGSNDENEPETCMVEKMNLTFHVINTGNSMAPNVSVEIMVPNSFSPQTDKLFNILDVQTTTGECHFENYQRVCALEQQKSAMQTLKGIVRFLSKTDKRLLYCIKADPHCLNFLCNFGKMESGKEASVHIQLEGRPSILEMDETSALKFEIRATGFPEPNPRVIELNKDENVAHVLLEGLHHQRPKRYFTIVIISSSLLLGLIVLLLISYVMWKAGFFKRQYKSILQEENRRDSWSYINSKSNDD
GRK2 inh: human GRK2 inhibition via aptamer displacement. bead flow cytometry, FAM-aptamer displacement from GRK2. inhibition of aptamer binding, % at 10 µM. 0.59% of 330,000 active. AID 488847;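 active = inhibition of aptamer binding above 40%, roughly 3 SD of noise, on plates passing a quality check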;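 also: median bead fluorescence of bound FAM aptamer so fluorescent compounds give negative values; no value below 0 was filed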
MEX-5 binding: C. elegans MEX-5 TCR-2 RNA binding activity. activity score (negative = inhibition of binding), % at 10 µM. MEX-5/FITC-TCR2 RNA binding, fluorescence polarization; hits give low values. Q9XUB2. 0.38% of 300,000 active;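 active = inhibition past about -25% in most replicates, and total fluorescence under double the plate's negative control median, limit read from the data; inconclusive = replicates evenly split on the limit, or fluorescence at least double controls; inactive = too little inhibition in most replicates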;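 also: 0% = DMSO and -100% = 5 µM competing unlabeled TCR2 RNA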
GLD-1 RNA inh: GLD-1-TGE RNA interaction inhibition (C. elegans); 0.44% of 320,000 active; inhibition, % at 5.96 µM; AID 2280; Q17339; purified GLD-1 + fluorescein TGE RNA, fluorescence polarization;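 active = percent inhibition above a per-plate cutoff, the plate mean of test compounds plus 3 SD, cut at about 30% in these data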;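 also: 0% = DMSO wells with GLD-1 and probe and 100% = wells lacking GLD-1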
Yeast superoxide: caloric restriction mimetics inhibiting age-related superoxide in yeast | superoxide response (% of plate mean), % at 10 µM | 0.18% of 330,000 active | S. cerevisiae aged cells, superoxide DHE fluorescence; hits give low values;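 active = superoxide response under a set limit, about three screen SD below normal, cut at about 65% in these data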;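 also: yeast aged for seven days with compound at 30 °C before DHE staining; 100% = average MFI of all compound-treated wells on the plate with controls excluded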
MCL1-BIM inh: inhibitors of human MCL1 binding to BIM-BH3 peptide | Q07820 | GST-MCL1 / FITC-Bim-BH3 fluorescence polarization | 0.68% of 320,000 active | AID 2057 | inhibition, % at 10.9 µM;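 active = inhibition above the mean inhibition of all tested compounds plus 3 SD, set per campaign, cut at about 40% in these data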;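 also: 0% = DMSO wells and 100% = unlabeled Bim-BH3 peptide control; higher means more loss of mP so more displacement of Bim peptide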
* hit, by the source's call; i = inactive; ? = inconclusive; . = not tested or not shown; [ ] = another dose, or the depositor's remark.

SMILES	CIT2-GFP yeast	BCLXL inh	AGP1 TOR yeast	VLA-4 inh	GRK2 inh	MEX-5 binding	GLD-1 RNA inh	Yeast superoxide	MCL1-BIM inh
COc1ccccc1N1CCN(c2ncc(C(=O)N3CCN(c4cccc(Cl)c4)CC3)c3ccccc23)CC1	101	5	105	-8	4	-6.7	1	105	1
COc1ccc(CCn2c(O)cc3nn(-c4nc5ccccc5s4)c(=O)c-3c2C)cc1	91	0	99	5	1	1.3	0	88	12
CCOC(=O)C1(Cc2ccccc2C)CCCN(C(=O)c2ccccn2)C1 (centres undefined)	96	6	96	-3	2	-2.7	0	100	-4
COc1ccccc1CC(=O)Nc1sc2c(c1C(N)=O)CCCC2	110	0	104	8	11	-0.4	-4	126	-2
Cc1onc(-c2ccccc2)c1C(=O)NCC1COc2ccccc2O1 (centres undefined)	89	2	105	12	1	1.1	1	104	-2
COc1cccc(COC(=O)c2cc(=O)[nH]c3ccc(S(=O)(=O)N4CCOCC4)cc23)c1OC	104	-9	114	4	1	-1.2	-5	87	-25
CCCOCC1CC(CCc2nc(=S)[nH][nH]2)C(=O)O1 (centres undefined)	108	10	100	-10	0	1.4	3	116	7
Cc1cc2cc(CNC(=O)C3CCCC3)ccc2n1C	79	29	84	1	0	0.8	37*	143	27
O=C1Nc2ccccc2N(O)N1c1ccc(S(=O)(=O)Nc2ccccn2)cc1	103	6	102	11	0	0.6	2	106	-3
COc1cc2c(cc1OC)CN(Cc1ccc(F)cc1)CC2	100	5	107	5	0	0.7	-1	96	4
O=C(NN=C1CCC(c2ccccc2)CC1)c1ccccc1-n1cccc1 (centres undefined)	114	4	108	0	1	1.6	-3	99	-1
Cc1ccc(Cl)cc1NS(=O)(=O)c1cc2[nH]c(=O)c(=O)[nH]c2cc1C	100	3	97	23	5	-1.6	-3	134	-8
Cc1ccc(CN(C(=O)c2cc(=O)c3cc(C)cc(C)c3o2)C2CCS(=O)(=O)C2)cc1 (centres undefined)	.	0	.	20	0	-1.5	-2	89	3
COc1ccc(C2(CNC(=O)C(=O)Nc3ccc(C)cc3)CCOCC2)cc1	97	4	94	4	0	2.4	5	96	1
CCN(CC)c1ccc2cc(NC(=O)CCC(=O)O)c(=O)oc2c1	95	103*	91	13	2	-68*	75*	104	113*
COc1ccc(Cc2nnc(NC(=O)c3cccc(F)c3)s2)cc1OC	98	4	101	6	0	-1.7	5	136	6
O=C1C2=C(NC(=S)NC2c2ccc(Cl)cc2)NC(c2ccc(Cl)cc2)N1c1ccc(Cl)cc1 (centres undefined)	?	8	?	-2	0	2.3	-6	87	14
CCCCNC(=O)O[C@H]1C[C@@H]2CCN3C(=O)CCC(C)(C)[C@H](C1)[C@H]23	114	6	100	-7	3	-1.2	2	94	9
CCN(CC)S(=O)(=O)c1cc(C(=O)OC)ccc1Cl	103	6	107	8	0	-0.4	5	101	-2
Cc1noc(C)c1S(=O)(=O)N1CCC(C(=O)N2CCC(C)CC2)CC1	101	-2	98	5	0	-0.8	-3	115	0

An excerpt from above in order of formula weight, highest first:
SMILES	CIT2-GFP yeast	BCLXL inh	AGP1 TOR yeast	VLA-4 inh	GRK2 inh	MEX-5 binding	GLD-1 RNA inh	Yeast superoxide	MCL1-BIM inh
O=C1Nc2ccccc2N(O)N1c1ccc(S(=O)(=O)Nc2ccccn2)cc1	103	6	102	11	0	0.6	2	106	-3
COc1ccc(C2(CNC(=O)C(=O)Nc3ccc(C)cc3)CCOCC2)cc1	97	4	94	4	0	2.4	5	96	1
Cc1noc(C)c1S(=O)(=O)N1CCC(C(=O)N2CCC(C)CC2)CC1	101	-2	98	5	0	-0.8	-3	115	0

Remaining list, next part.
SMILES	CIT2-GFP yeast	BCLXL inh	AGP1 TOR yeast	VLA-4 inh	GRK2 inh	MEX-5 binding	GLD-1 RNA inh	Yeast superoxide	MCL1-BIM inh
O=C(NCCCCc1ccccc1)Nc1ccc(F)cc1F	97	1	98	6	3	-1.7	-4	97	2
Cc1ccc(NC(=O)c2ccc(C(C)(C)C)cc2)cc1[N+](=O)[O-]	107	4	107	2	4	1.4	1	116	3
CC(C)(C)OC(=O)C[C@H]1C/C=C\C[C@H](CC(=O)NCCO)C(=O)N[C@@H](Cc2ccccc2)COC1=O	98	.	106	6	0	.	0	73	.
CC(=O)c1ccc(N2CCN(Cc3nc(Cc4ccccc4)no3)CC2)cc1	102	0	101	-9	0	3.7	0	102	-4
COc1cccc(NC(=O)CCC(=O)NCc2ccco2)c1	82	2	96	16	1	-0.2	3	95	0
CCCCCSc1nnc(C)c(=O)[nH]1	102	5	108	4	0	1.3	6	105	5
CCCn1c(=O)c(-c2ccccc2)c(O)c2ccccc21	89	4	96	-5	4	1.5	-6	94	3
FC(F)(F)c1ccc(Sc2nnc(-c3cccs3)n2CC2CCCO2)nc1 (centres undefined)	100	1	100	8	0	0.4	-2	115	0
Cc1ccnc(NS(=O)(=O)c2ccc(N3C(=O)C4CCCCC4C3=O)cc2)n1 (centres undefined)	103	1	99	-1	2	-1.8	5	105	4
CCCn1c(=O)c(C(=O)NCCc2ccc(OC)cc2)c(O)c2ccccc21	100	.	110	-2	0	-0.6	.	91	.
Oc1c(/C=N/Nc2cccc3cccnc23)ccc2ccccc12	107	8	97	-7	0	-1.3	12	104	9
Cc1nn(C)cc1CN1CCCC(C(=O)c2ccc(-c3ccccc3)c(F)c2)C1 (centres undefined)	101	5	97	-9	0	-1.8	1	86	7
COc1ccccc1C(C)NC(=O)c1cc(=O)[nH]c2ccccc12 (centres undefined)	?	-11	20[may fluoresce violet]	-9	1	-0.5	1	102	-23
COc1ccccc1NC(NC(=O)c1ccco1)C(=O)c1ccccc1 (centres undefined)	99	6	103	-56	0	-0.6	-1	104	3
CN(C)CCN(C(=O)/C=C/c1cccs1)c1nc2ccc(F)cc2s1	91	0	93	12	2	1.5	-5	86	-9
COc1ccc(OC)c(-c2csc(NC(=O)Cc3ccccc3OC)n2)c1	104	-2	102	3	0	-0.3	11	98	1
O=C1CC(NS(=O)(=O)c2cc(F)ccc2F)CN1c1ccc2c(c1)OCCO2 (centres undefined)	118	7	112	-12	5	-1.0	4	79	0
N#C/C(=C\c1cn(CCOc2ccccc2)c2ccccc12)C(=O)NCc1cccs1	101	0	96	14	0	0.8	-4	109	-1
CN(CC(=O)Nc1ccc(Cl)c(C(F)(F)F)c1)C(=O)CC1Sc2ccccc2NC1=O (centres undefined)	111	1	90	5	1	1.6	8	99	1
O=C(N/C(=C\c1ccccc1)C(=O)N1CCN(CCO)CC1)c1ccccc1	102	-1	101	18	0	-0.6	-6	96	1
N#CC(C#N)=C/C(C#N)=C(/N)N1CCN(c2ccc(Cl)cc2)CC1	90	-75	96	-5	9	1.0	-17	124	-112
CCN1CCSc2ccc(C(=O)NCc3ccccc3C)cc21	111	4	108	-18	6	1.6	5	84	5
Cc1cccc2nc(-c3ccco3)c(Nc3ccccc3)n12	98	-5	117	17	1	5.0	1	99	-3
CCN(CC(=O)Nc1ccccc1OC)C(=O)/C=C/c1cccs1	92	-5	100	-2	0	1.3	4	91	-7
Cc1ccnc(NC(=O)c2cc(-c3ccc(Cl)s3)nc3ccccc23)c1	95	4	101	4	1	1.0	0	90	1
c1ccc(-c2noc(C3CCC3)n2)nc1	.	-1	.	3	1	3.2	-1	108	-2
CCC(C)NC(=O)CN(c1cc(C)ccc1OC)S(C)(=O)=O (centres undefined)	99	-1	100	-12	0	-0.3	2	106	-1
CC1Sc2ccc(S(=O)(=O)N3CCC(C(=O)N4CCN(C)CC4)CC3)cc2NC1=O (centres undefined)	101	2	92	1	12	-0.7	5	82	-4
CCOc1ccc(N(C)S(=O)(=O)c2ccc(C)c(C(=O)Nc3nnc(C4CC4)s3)c2)cc1	97	6	96	21	4	.	1	107	2
COC(=O)C1C(c2ccccc2)C(C(=O)N2CCOCC2)C1c1ccccc1 (centres undefined)	93	-3	97	6	1	0.2	1	99	1
Cc1ccc(C(=O)Nc2cccc(C(F)(F)F)c2)cc1Nc1ncnc2nc[nH]c12	119	12	91	23	5	1.3	0	87	15
CCCOc1ccc(C2=NNC(c3cccs3)=Nc3ccc(OC)cc32)cc1	79	5	88	21	5	-0.4	3	95	5
O=C(O)c1cc(-c2cccs2)nn1-c1ccc(F)cc1	97	8	96	-2	0	-2.2	6	112	1
COc1ccc(OCCOc2ccc(C)nc2[N+](=O)[O-])cc1	93	1	94	14	0	0.4	-1	110	-1
O=C(NNS(=O)(=O)c1ccc2ccccc2c1)c1cc(-c2ccccn2)nc2ccccc12	100	2	107	3	0	-4.3	1	92	1
O=C(CSc1ccc2c(c1)OCCO2)Nc1ncccc1O	94	15	103	9	3	-0.8	9	108	23
COc1ccc(NC(=O)CSc2nc(N)c(NC(=O)c3ccccc3F)c(=O)[nH]2)cc1	95	11	102	21	0	-1.4	3	102	7
Cc1ccc(NC(=S)Nc2ccc(S(=O)(=O)Nc3ncccn3)cc2)c(C)c1	112	6	114	20	2	-3.7	7	92	1
Cc1c(C=O)c2ccccn2c1C(=O)c1ccc(F)cc1	65	13	92	13	0	-1.4	-2	77	12
Cc1ccc(CN2C(=O)C(C)(C)Oc3ccc(C(=O)N4CCCCC4)cc32)cc1	80	7	87	-4	0	-0.7	-1	103	6
O=C(NN1C(=O)/C(=C/c2ccc(O)cc2)SC1=S)c1cccc(O)c1	102	-47	100	i	9	?	-108	116	-110
C/C(=N/OCc1ccc(Br)cc1)c1ccccn1	99	3	95	5	0	-1.8	8	94	7
CC(=O)c1c(C)[nH]c(C(=O)CN2C(=O)NC(C)(c3ccc(C)cc3)C2=O)c1C (centres undefined)	92	5	97	-6	54*	-5.2	-3	98	-3
O=C(CN1CCCCC1)Nc1cccc(Oc2ccccc2)c1	101	10	94	2	0	0.9	-5	99	13
COc1cc(/C=C(\NC(C)=O)C(=O)Nc2ccccc2C)ccc1OC(C)=O	103	3	98	-10	1	0.7	0	114	0
COCCNC(=O)c1cc(-c2ccccc2C)n(CC2CC(c3cccc([N+](=O)[O-])c3)=NO2)n1 (centres undefined)	98	.	109	20	2	.	2	103	.
C=CCc1ccc(OCC(O)COc2ccc(CC=C)cc2OC)c(OC)c1	96	9	95	6	0	-3.1	0	105	7
CCc1c(O)nc2ccccn2c1=O	93	6	102	14	7	-5.8	-5	99	3
Cc1c(CCOC(=O)c2cccc([N+](=O)[O-])c2)sc[n+]1CC(=O)c1ccccc1	86	4	102	15	0	-2.3	5	97	-4
Clc1cccc(CSc2nnc(-c3cccnc3)n2Cc2ccco2)c1	99	-2	105	17	1	-1.1	-2	97	0
O=C(NC1=C(Nc2ccc(Cl)cc2)C(=O)c2ccccc2C1=O)c1ccccc1	93	9	98	0	3	-0.5	-1	107	16
CCOC(=O)c1ccc(NC(=O)CSc2ccc(-c3cccnc3)nn2)cc1	103	7	92	18	2	0.5	7	100	5
Cc1cccc(/C=N/n2c(COc3ccccc3)n[nH]c2=S)c1	85	.	82	3	0	-1.0	.	104	.
CCCCC(=O)NC(=S)Nc1ccc(Cl)c(C(=O)O)c1	96	3	100	-9	0	-2.8	-4	93	4
CCN(CC)C(=O)n1c(Cc2ccccc2)nc2ccccc21	100	4	98	7	10	2.6	8	101	-1
CC(=O)Nc1ccc(OCC[n+]2cccc(C(N)=O)c2)cc1	97	0	97	0	1	-1.1	-3	100	1
CN1CCN(c2ccc(C(=O)c3ccc(Br)cc3)cc2[N+](=O)[O-])CC1	94	-2	93	1	1	0.3	-1	102	7
